TDP1 block – inhibitors of human tyrosyl-DNA phosphodiesterase TDP1; Q9NUW8; recombinant TDP1, AlphaScreen DNA substrate cleavage; Potency, µM (highest dose often 130 µM), for the others: at the highest dose activity change, negative = inhibition, usual class: inhibitors; hit rate 0.28% among 350,000; AID 485290; further: nearly all actives have a fitted effect of over 40% in size
Target sequence (Q9NUW8 whole entry, looked up): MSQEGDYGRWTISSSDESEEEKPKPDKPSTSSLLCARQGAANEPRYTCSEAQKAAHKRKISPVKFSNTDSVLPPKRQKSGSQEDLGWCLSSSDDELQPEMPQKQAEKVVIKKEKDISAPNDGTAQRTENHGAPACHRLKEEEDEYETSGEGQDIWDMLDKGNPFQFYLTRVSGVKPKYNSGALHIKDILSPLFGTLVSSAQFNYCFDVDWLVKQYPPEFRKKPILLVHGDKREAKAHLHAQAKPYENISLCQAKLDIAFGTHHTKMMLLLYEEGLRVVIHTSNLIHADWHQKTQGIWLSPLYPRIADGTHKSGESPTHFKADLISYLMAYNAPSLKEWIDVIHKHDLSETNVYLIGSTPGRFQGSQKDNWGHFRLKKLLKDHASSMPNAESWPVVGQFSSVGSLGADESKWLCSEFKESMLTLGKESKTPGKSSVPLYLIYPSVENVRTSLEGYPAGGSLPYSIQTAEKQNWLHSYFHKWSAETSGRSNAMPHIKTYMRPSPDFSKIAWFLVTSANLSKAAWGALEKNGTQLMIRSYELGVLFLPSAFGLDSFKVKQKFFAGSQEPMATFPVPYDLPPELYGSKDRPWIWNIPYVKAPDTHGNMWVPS
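Tdp1 1 nM final; 15 min RT w/ cpd; substrate 15 nM, 5 min; beads 10 ug/ml, 10 min; AlphaScreen read. Neg ctrl: no enzyme.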
DT40 TDP1 no CPT – qHTS for Inhibitors of human tyrosyl-DNA phosphodiesterase 1 (TDP1): qHTS in cells in absence of CPT. DT40 Tdp1-/- hTDP1 cells, no CPT, ATP luminescence, 48 h. Potency, µM (series often up to 46.2 µM), inactives show top-dose activity change, negative = growth inhibition, most hits filed as inhibitors. AID 686978, 2013. hit rate 15% among 420,000; further: nearly all actives have a fitted effect of over 55% in size
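Readout: luminescence from CellTiter-Glo after 30 min in the dark at RT. Cells: DT40 Tdp1-/- with stable hTDP1, 400/well. Exposure: compounds alone, ≥48 hr, 37 °C.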
TDP1 cell CPT – growth inhibition of DT40 Tdp1-/-;hTDP1 cells with camptothecin (screen for TDP1 inhibitors). chicken DT40 Tdp1-/-;hTDP1 cells + 20 nM CPT, ATP luminescence, 48 h. hit rate 12% among 420,000. Potency, µM (top dose mostly 46.2 µM), for the others: top-dose activity change, negative = growth inhibition, usual class: inhibitors; further: nearly all actives have a fitted effect of over 55% in size
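Cell growth measured by CellTiter-Glo luminescence after a minimum 48 h, 37 C compound exposure with 20 nM CPT in Tdp1-knockout DT40 cells stably expressing hTDP1, seeded 400/well; qHTS titration format.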
An asterisk follows results filed as active; ? = inconclusive; . = no result given; & = joins results of further samples; [ ] = dose if it differs, or a comment. The call rests on the fitted dose curve; in most records, active means well fitted curve in the direction sought with a large enough effect; inconclusive means small, poorly fitted or top-dose-only effect, or another doubt; inactive means no such curve, though single readings can be large; an effect the other way counts as inactive or inconclusive. On the % scale 0 is the no-effect control and ±100 the full control effect; potency means the concentration at half of the fitted maximal effect.

SMILES | TDP1 block | DT40 TDP1 no CPT | TDP1 cell CPT
O=C(COC(=O)c1ccccn1)c1ccc(Br)cc1 | 0.0% | 8.8% | -22.5%
CN1CCN(c2ccc(CNC(=O)c3ccc(-c4ccnn4C)c4ccoc34)cc2)CC1 | . | ? | ?
O=C(c1ccccc1)c1cc2ccccc2o1 | -5.2% | -16.5% | -0.7%
CCN1C(=O)C(CC(=O)NC2CCCCC2)N(CC)C1=O (centres undefined) | 3.1% | -8.6% | 0.0%
Clc1ccc(CSc2nnc(NC3=NCCCCC3)s2)cc1 | 3.0% | 10.3µM* | ?
Clc1ccc(CSc2ncnc3nc[nH]c23)cc1 | 4.2% | 23.1µM* | ?
CCC(C)N1C(=O)C2C(C(=O)Nc3cccc(OC)c3)C3C=CC2(O3)C1C(=O)NC1CCCCC1C (centres undefined) | 3.4% | 1.4% | -13.8%
Cc1ccc(S(=O)(=O)N(C)C)cc1NC(=S)N1CCCCC1CO (centres undefined) | 0.0% | 8.1% | ?
O=C(NC1CCCCC1)c1c(O)nc2sccn2c1=O | 7.9% | ? | ?
Cc1nnc(Sc2nc3c(c(=O)[nH]c(=O)n3C)n2CCc2ccccc2)s1 | . | -26.8% | -18.2%
O=C(NCCCn1ccnc1)/C(=C\c1ccccc1F)NC(=O)c1ccccc1 | . | -16.8% | -2.7%
COc1cc(/C=N/N=C(N)N)ccc1OCc1ccc(Cl)cc1 | 5.4% | 5.8µM* | 6.51µM*
COCCNc1nc(-c2c(C)noc2C)nc2ccccc12 | . | -16.7% | -22.4%
CCCCNC(=O)/C(C#N)=C/c1ccc2c(c1)OCCO2 | -3.0% | ? | ?
CN1C(=O)c2ccccc2N(C)C1c1cccc(O)c1 (centres undefined) | . | -8.2% | -17.0%
CCOC(=O)N1CCN(S(=O)(=O)N2CCCC(C(=O)NCc3ccccc3OCC)C2)CC1 (centres undefined) | . | ? | ?
O=C(CCCCC(=O)Nc1ccc(F)cc1F)Nc1ccc(F)cc1F | . | -5.7% | -3.9%
O=C(Nc1nnc(CCS(=O)(=O)c2ccc(Br)cc2)s1)c1ccc([N+](=O)[O-])cc1 | 2.0% | -8.1% | -7.8%
Clc1ccc(-c2noc(CN3CCCC3)n2)cc1 | -12.2% | ? | 5.0%
CN1C(=O)C(O)(CC(=O)c2ccc3c(c2)OCO3)c2ccccc21 (centres undefined) | 7.8% | -21.5% | -21.6%
CCCCN(C(=O)CN1C(=O)C2CCCCC2C1=O)c1c(N)n(Cc2ccccc2)c(=O)[nH]c1=O (centres undefined) | . | 1.3% | -7.0%
O=C1NCCN1CCN1CCC(c2cn(-c3ccc(F)cc3)c3ccc(Cl)cc23)CC1 | . | 2.66µM* | 2.99µM*
Cc1cc(OCCCn2ccnc2)ccc1[N+](=O)[O-] | 6.7% | ? | -29.0%
Cc1cc(C)cc(C(=O)NC(CC(N)=O)c2ccc(NC3CCCCC3)c([N+](=O)[O-])c2)c1 (centres undefined) | 2.5% | -2.8% | -22.9%
Cc1cc(C(=O)CCl)c(C)n1-c1ccon1 | 1.3% | 2.91µM* | 2.31µM*
O=C1CCCc2[nH]c(-c3ccccc3)nc21 | 5.1% | -11.8% | -6.5%
COc1ccc(C(c2nnnn2C2CCCCC2)N2CCN(c3ccccc3F)CC2)cc1 (centres undefined) | 6.3% | ? | ?
CCN(CCNCC(O)COc1ccccc1C(C)C)c1cccc(C)c1 (centres undefined) | . | 18.4µM* | ?
Cc1ccc(NC(=O)C(C)N2C(=O)C3CC=C(Cl)CC3C2=O)cc1 (centres undefined) | 7.6% | 12.2% | -13.8%
CCN1C(=O)c2ccccc2S(=O)(=O)c2ccc(C(=O)NC(C)C)cc21 | . | 24.6% | -8.8%
O=C(O)c1ccc(CSc2n[nH]c(-c3ccco3)n2)cc1 | . | -0.3% | -4.0%
CC1(C)C=C(c2ccc(C=O)s2)CC(C)(C)N1 | 2.8% | -5.7% | 1.7%
O=CN1CCN(C(=O)c2cccc3c2-c2ccccc2C3=O)CC1 | . | 16.8% | -0.1%
O=C(O)c1[nH]c2ccccc2c1C(c1cccc(O)c1)c1c(C(=O)O)[nH]c2ccccc12 | . | 14.1% | -4.5%
CCCCCn1c(=O)c(-c2nc3ccccc3[nH]2)c(O)c2ccccc21 | 2.5% | 9.2µM* | 20.6µM*
CC(=O)c1cn(C)c(=O)[nH]c1=O | -2.7% | 1.5% | -1.5%
COC(=O)c1sc(=S)n(Cc2ccccc2)c1C | ? | 1.6% | 2.5%
COc1ccc(OC)c(CNC(=O)CCS(=O)(=O)c2ccc3c(c2)oc(=O)n3C)c1 | 0.7%&2.1% | 15.5%&-12.0% | 0.4%&-10.9%
COc1ccc(-c2nn(-c3ccccc3)cc2CNC(=O)c2cccc([N+](=O)[O-])c2)cc1 | 0.6% | -24.3% | 8.6%
COc1ccc(NC(=O)CSc2ncnc3c2cnn3Cc2ccccc2)cc1OC | 5.1% | ? | -23.0%
Cc1ccc(-c2nc(SCC(=O)Nc3cc(S(=O)(=O)N4CCCCC4)ccc3Cl)n[nH]2)cc1 | -4.7% | ? | ?
CC(C)[C@H](NC(=O)c1ccccc1Cl)C(=O)OCc1cc([N+](=O)[O-])cc2c1OCOC2 | 0.0% | -6.0% | -10.8%
CCC(C)[C@H](NC(=O)N1CC(=O)Nc2ccccc21)C(=O)N1CCC[C@@H]1C(=O)O (some centres undefined) | . | -4.3% | 0.7%
COC(=O)c1ccc(NC(=O)COc2ccc(S(=O)(=O)NC(C)(C)C)cc2)cc1 | 0.0% | -2.8% | 15.7%
O=S(=O)(N1CCCCC1)N1CCN(CC(O)COc2ccc3cc(Br)ccc3c2)CC1 (centres undefined) | 5.9% | 11.2µM* | 11.2µM*
CCCN(C(=O)Cc1nc(N)n[nH]1)C1(C(=O)Nc2ccccc2C)CCCCC1 | 3.4% | -4.9% | -0.9%
Cc1ccc(Cn2c(=N)c(S(=O)(=O)c3ccc(Br)cc3)cc3c(=O)n4ccccc4nc32)cc1 | 2.9% | 6.6% | -2.3%
CC(C)C1(C)NC(c2ccc3c(c2)OCO3)=CC(c2ccccc2O)N1 (centres undefined) | 1.9% | 12.6µM* | ?
COc1ccc(S(=O)(=O)NCCc2cn3nc(C)c(C)nc3n2)cc1F | 0.3% | 14.6% | 3.2%
COc1ccc(N2C=C3C(=O)C(C)(OC(=O)CCc4ccccc4)C(=O)C=C3C=C2c2ccc(C#N)cc2)cc1 (centres undefined) | 18.5%[12.3 µM] | ? | ?

7 compounds from above, limited to TDP1 block and TDP1 cell CPT.
SMILES,TDP1 block,TDP1 cell CPT
COC(=O)c1ccc(NC(=O)COc2ccc(S(=O)(=O)NC(C)(C)C)cc2)cc1,0.0%,15.7%
O=S(=O)(N1CCCCC1)N1CCN(CC(O)COc2ccc3cc(Br)ccc3c2)CC1 (centres undefined),5.9%,11.2µM*
CCCN(C(=O)Cc1nc(N)n[nH]1)C1(C(=O)Nc2ccccc2C)CCCCC1,3.4%,-0.9%
Cc1ccc(Cn2c(=N)c(S(=O)(=O)c3ccc(Br)cc3)cc3c(=O)n4ccccc4nc32)cc1,2.9%,-2.3%
CC(C)C1(C)NC(c2ccc3c(c2)OCO3)=CC(c2ccccc2O)N1 (centres undefined),1.9%,?
COc1ccc(S(=O)(=O)NCCc2cn3nc(C)c(C)nc3n2)cc1F,0.3%,3.2%
COc1ccc(N2C=C3C(=O)C(C)(OC(=O)CCc4ccccc4)C(=O)C=C3C=C2c2ccc(C#N)cc2)cc1 (centres undefined),18.5%[12.3 µM],?

Further entries:
SMILES | TDP1 block | DT40 TDP1 no CPT | TDP1 cell CPT
Cc1ccc2[nH]c(=O)c(CN(Cc3ccccc3)C(=S)NCCCN(C)C)cc2c1 | 0.0% | ? | ?
Cc1ccc(NC(=O)Nc2nc3ccc(S(C)(=O)=O)cc3s2)cc1 | -6.4% | -5.2% | 2.9%
CN1C2CCC1CC(N(CCc1ccccc1)C(=O)c1ccc(Cl)cc1)C2 (centres undefined) | . | -21.8% | ?
CS(=O)(=O)c1ccc(Cl)c(NC(=O)COC(=O)CNC(=O)c2cccs2)c1 | 2.4% | -6.9% | -10.7%
O=C(CNC(=O)c1ccccc1F)OCc1nc2ccccc2s1 | 2.3% | -10.8% | -17.8%
CCc1ccc(NC(=O)CCc2nc3cccnc3n2Cc2ccc(OC)cc2)cc1 | 0.0% | ? | -7.5%
COc1ccc(NC(=O)c2ccco2)cc1NC(=O)C(C)Oc1ccc(Cl)cc1Cl (centres undefined) | 8.4% | 6.51µM* | 9.2µM*
Cc1ccc(C(=O)OCc2cc(=O)n3c(C)csc3n2)s1 | -4.5%[56.1 µM] | 1.6% | -6.3%
c1ccc(-n2nnnc2-n2ccnc2)cc1 | 4.5% | -4.3% | 5.8%
Nc1ccc(-c2ccc(C(=O)O)s2)cn1 | 2.5% | -21.0% | -5.2%
O=C(c1cccc2nc3ccccc3nc12)N1CCOCC1 | 5.6% | ? | ?
Cc1cccc(NC(=O)CN2C(=O)NC(Cc3ccccc3)C2=O)c1 (centres undefined) | 1.0% | -10.2% | 1.9%
COc1ccc(-n2c(=O)c3sc4ccccc4c3n(CC(=O)NC3CCCCC3)c2=O)cc1 | 3.8% | -2.3% | -8.4%
Cn1c(=O)n(C/C=C/c2ccccc2)c(=O)c2c1nc1n2CCN1c1ccc(F)cc1 | 3.9% | -18.3% | 3.1%
O=C1CC(N(CCc2ccccc2)C(=S)Nc2ccccc2)C(=O)N1c1ccc(F)cc1 (centres undefined) | . | ? | ?
CCCCC(=O)Nc1ccc(C(=O)NCCCn2ccnc2)cc1 | 1.1% | 13.2% | -29.8%
O=C1CCC(=O)N1CC(=O)N(c1ccccc1)c1ccccc1 | 2.5% | -1.5% | 3.4%
COc1cc(NC(=O)CSc2ccc3c(c2)OCCO3)cc(OC)c1OC | 5.2% | 20.6µM* | 20.6µM*
CCN(CCO)Cc1csc2cccc(Br)c12 | 3.8% | -14.1% | -3.1%
Cc1ccc(S(=O)(=O)N(CC(O)CN2C(=O)NC(C)(C)C2=O)c2cccc(C)c2)cc1 (centres undefined) | 1.4% | -0.1% | -15.4%
CC(C)c1ccc(NC(=O)Cn2c(=O)n(CCc3ccccc3)c(=O)c3ccccc32)cc1 | 1.8% | ? | ?
Cc1cc(C(=O)N[C@@H](c2ccccc2)[C@]2(C)C[C@H]2[C@@H](C)C(=O)Nc2ccc3ccccc3c2)no1 | -1.3%&5.7% | ? | ?
O=C(/C=C/N1CCOCC1)c1coc2ccccc12 | 3.1% | 3.4% | 0.6%
O=c1[nH]c(CN2CCCC2)nc2sc3c(c12)CCC3 | 0.0% | -1.4% | -28.3%
CC1(C)CCCC2(C)C(OCCO)=CC(=O)C=C12 (centres undefined) | . | -19.0% | -3.8%
C1CCN(CC2CCCCN2)CC1 (centres undefined) | . | 12.2% | -11.7%
CCC(=O)Nc1cccc(NC(=O)c2cccnc2)c1 | 1.9% | 7.2% | -0.9%
CC(C)CCNC(=O)Cc1c(C(=O)O)[nH]c2ccc(Cl)cc12 | -5.9% | -13.3% | -2.8%
COC(=O)c1ccccc1NC(=O)c1ccc2c(c1)CCN2S(C)(=O)=O | 0.0% | -27.7% | ?
CCOc1ccc(N(C(=O)CC(C)C)S(=O)(=O)c2ccc3c(c2)oc(=O)n3C)cc1 | -2.3% | ? | ?

Brought forward from above: two compounds; new compounds follow.
SMILES | TDP1 block | DT40 TDP1 no CPT | TDP1 cell CPT
COC(=O)c1ccccc1NC(=O)c1ccc2c(c1)CCN2S(C)(=O)=O | 0.0% | -27.7% | ?
CCOc1ccc(N(C(=O)CC(C)C)S(=O)(=O)c2ccc3c(c2)oc(=O)n3C)cc1 | -2.3% | ? | ?
COc1ccc(CN2CCCN(CC(=O)Nc3ccc4c(c3)OCCO4)S2(=O)=O)cc1 | 6.2% | -19.5% | ?
Cc1cccc(N/N=C/c2ccc(O)c(O)c2O)c1 | 9.8% | ? | ?
O=C(Nc1ccc(F)cc1)c1ccc(S(=O)(=O)N2CCOCC2)o1 | 3.7% | -29.8% | -14.4%
CSc1nc(C)nc2c1c(=O)n(C)c(=O)n2C | 5.2% | -4.7% | -15.1%
CSc1ccc(C2c3c(oc4cc(C)cc(C)c4c3=O)C(=O)N2Cc2ccco2)cc1 (centres undefined) | -7.0% | -2.1% | -2.4%
COc1c(Cl)cc(Cl)cc1CNCCSc1nnnn1C | 7.1% | -14.4% | 3.9%
COc1cc(C(=O)NCc2nnc(SCC(=O)Nc3ccc4c(c3)OCO4)o2)cc(OC)c1OC | 1.2% | 3.8% | 5.8%
COc1ccccc1/C=C/C(=O)NCC(=O)N/N=C/c1ccccc1 | 3.7% | 5.6% | 3.5%

Screens: PubChem BioAssay, National Center for Advancing Translational Sciences (NCATS)
